Compound activity from PubChem BioAssay.
TPT1 inhibitor: C. albicans TPT1 enzyme inhibition | inhibition, % at 5 µM | AID 1962 | recombinant caTPT1, FP RNA substrate dephosphorylation | 300,000 tested, 0.81% active;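 active = inhibition above the mean of all tested compounds plus 3 SD, set per screening campaign, cut at about 24% in these data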;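 also: plate controls were DMSO alone for no effect and ferristatin control at 100 nM for full effect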
procasp3 activ: activates human procaspase-3; recombinant procaspase-3 D3A, Ac-DEVD-pNA absorbance 405 nm; AID 463141; P42574; activation, % at 8.5 µM; 330,000 tested, 0.11% active;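 active = activation above the mean of all tested compounds plus 3 SD, cut at about 21% in these data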;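 also: 0% = DMSO alone and 100% = DMSO wells spiked with extra 5 µM PC-3 D3A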
Target sequence (P42574 whole entry D9A/D28A/D175A): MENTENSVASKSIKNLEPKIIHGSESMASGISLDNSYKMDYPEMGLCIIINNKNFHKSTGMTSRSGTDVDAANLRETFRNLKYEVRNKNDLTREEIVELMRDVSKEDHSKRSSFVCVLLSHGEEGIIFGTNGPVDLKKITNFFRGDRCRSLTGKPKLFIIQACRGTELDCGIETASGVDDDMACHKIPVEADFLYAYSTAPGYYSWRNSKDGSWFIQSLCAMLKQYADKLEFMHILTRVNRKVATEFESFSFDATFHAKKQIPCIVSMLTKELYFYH
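Assay system: Procaspase-3 D3A mutant, all three cleavage aspartates alanine. Buffer or medium: Zinc-free HEPES saline buffer with Triton X-100. Times: 1 h compound preincubation, 2 h substrate hydrolysis at 25 °C. Measured by: 405 nm absorbance of p-nitroaniline, reads at 0 and 120 min. Read-out basis: percent activation relative to control range. Replicates: singlicate.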
PP5 primary: blocks human protein phosphatase 5 activity. purified PP5c, OMFP substrate fluorescence. inhibition, % at 6.7 µM. 320,000 tested, 0.18% active. AID 1987;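 active = inhibition above the campaign's mean inhibition across all tested compounds plus 3 SD, cut at about 9.5% in these data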;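 also: 0% = DMSO only and 100% = 100 µM cantharidin control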
procasp7 counter: counter-screen: procaspase-7 (human) activation; P55210; recombinant procaspase-7, Ac-DEVD-pNA absorbance 405 nm; D23A/D198A/D206A triple mutant, cannot self-cleave; scale: DMSO 0, 5 µM enzyme 100; activation, % at 8.5 µM; 330,000 tested, 0.093% active;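 active = percent activation above the screen-wide mean plus 3 SD, cut at about 25% in these data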
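Detection: p-Nitroaniline absorbance at 405 nm, read at 0 and 120 min; system: Uncleavable procaspase-7 mutant enzyme; evaluation: % activation from two-timepoint absorbance difference, scaled to controls; times: 1 h enzyme–compound preincubation and 2 h substrate reaction, both 25 °C; buffer or medium: Zinc-free HEPES pH 7.4 with 300 mM NaCl, 0.01% Triton X-100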
Efflux pump inh: inhibitors of Candida antifungal efflux pumps expressed in yeast. S. cerevisiae Candida pump triplex, Nile Red efflux. inhibition, % at 10 µM. 330,000 tested, 0.44% active;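 active = plate passing quality check with inhibition over a set limit, or well fluorescence over plate mean plus 4 SD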;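 also: Nile Red retained in pooled yeast measured as flow cytometry median fluorescence; 0% = buffer negative control and 100% = Enniatin B positive control; higher means more Nile Red kept so more efflux inhibition; some compounds called inactive have numbers as strong as hits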
core dimer inh: HCV core protein dimerization inhibition | inhibition, % at 5 µM | TR-FRET GST/Flag-core106 dimerization, 1536-well | 300,000 tested, 0.33% active;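 active = inhibition above the mean of all tested compounds plus 3 SD, set per screening campaign, cut at about 45% in these data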
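Assay system: tagged HCV core106 pair (GST and Flag); medium: KF-containing HEPES buffer, pH 7.45, DTT, CHAPS, BSA; also added: Eu donor and XL665 acceptor anti-tag antibodies; dosing: 5 µM single dose; timing: compound-protein-antibody incubation 4 h at 22.5 °C; signal: TR-FRET 671 and 617 nm emission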
GASC-1 inh: human JMJD2C demethylase inhibition. GST-JMJD2C(1-420) H3K9me3 demethylation, DELFIA europium. inhibition, % at 2.35 µM. 330,000 tested, 0.069% active;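 active = more than half of a compound's replicate wells show inhibition beyond 50%, single wells judged on their own value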;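 also: signal counts dimethyl H3K9 product captured on neutravidin plate; 0% = median of DMSO wells and 100% = 0.3 times that DMSO median; strong numbers were not always called active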
Target sequence (Q9H3R0 1-420 limits assumed): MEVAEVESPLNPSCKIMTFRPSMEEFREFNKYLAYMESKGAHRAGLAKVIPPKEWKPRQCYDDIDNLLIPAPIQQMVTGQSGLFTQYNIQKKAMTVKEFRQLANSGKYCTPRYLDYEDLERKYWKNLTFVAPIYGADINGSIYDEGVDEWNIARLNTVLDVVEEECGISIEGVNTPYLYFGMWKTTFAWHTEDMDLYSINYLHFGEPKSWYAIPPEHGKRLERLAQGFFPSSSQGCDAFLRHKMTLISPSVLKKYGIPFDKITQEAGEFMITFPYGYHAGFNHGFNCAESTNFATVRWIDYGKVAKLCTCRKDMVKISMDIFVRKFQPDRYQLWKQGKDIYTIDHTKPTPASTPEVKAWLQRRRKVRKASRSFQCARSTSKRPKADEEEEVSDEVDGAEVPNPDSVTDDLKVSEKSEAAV
PP1 counter: blocks human PP1-alpha phosphatase, a PP5 counter-screen; P62136; purified PP1alpha, OMFP fluorescence; inhibition, % at 6.7 µM; 320,000 tested, 0.9% active; AID 2235;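 active = inhibition above the mean inhibition of all tested compounds plus 3 SD, computed separately for each screening campaign, cut at about 15% in these data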
Target sequence (P62136 whole entry, looked up): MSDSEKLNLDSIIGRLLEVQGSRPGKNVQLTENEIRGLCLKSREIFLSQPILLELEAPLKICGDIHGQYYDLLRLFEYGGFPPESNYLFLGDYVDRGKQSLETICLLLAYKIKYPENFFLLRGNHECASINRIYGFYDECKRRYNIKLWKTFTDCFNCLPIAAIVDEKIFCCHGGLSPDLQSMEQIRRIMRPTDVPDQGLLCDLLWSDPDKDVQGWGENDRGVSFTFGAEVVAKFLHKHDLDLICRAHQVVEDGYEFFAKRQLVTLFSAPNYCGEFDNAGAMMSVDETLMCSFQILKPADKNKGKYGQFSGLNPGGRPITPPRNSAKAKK
CTSL1 counter: cathepsin L1 inhibition, PFM18AAP counter-screen; recombinant F. hepatica cathepsin L1, Z-Leu-Arg-MCA fluorescence; inhibition, % at 5.96 µM; 300,000 tested, 0.49% active;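 active = inhibition above the mean of all tested compounds plus 3 SD, set per screening campaign, cut at about 17% in these data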;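 also: 0% = plate median of test compound wells and 100% = 1 µM Z-Phe-Ala-diazomethylketone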
Starred values were filed as active, the others as inactive; / = no result given.

SMILES | TPT1 inhibitor | procasp3 activ | PP5 primary | procasp7 counter | Efflux pump inh | core dimer inh | GASC-1 inh | PP1 counter | CTSL1 counter
Cc1ccccc1CSCC(=O)NCCSc1ccccn1 | -0.2 | 0.3 | 1.3 | 0.6 | -0.1 | 11.9 | -4.9 | 4.0 | -11.5
Clc1nnc(N/N=C/c2ccccc2)c2ccccc12 | -0.5 | -3.2 | 4.9 | -1.9 | -0.1 | -0.6 | -11.9 | -3.0 | -0.8
Cc1ccc(CNC(=O)c2ccc(N3CCC4(CC3)CC(c3ccccc3)=NO4)c([N+](=O)[O-])c2)cc1 | -1.2 | -3.6 | 1.0 | 0.5 | -0.1 | 0.0 | 3.4 | 3.2 | 1.8
Cn1c(C=O)c(C#Cc2ccccc2)c2ccccc21 | / | -33.0 | -1.0 | -33.9 | -0.2 | / | -0.4 | -1.5 | /
CN(CC(=O)Nc1cccc(F)c1)C(=O)CCc1nc2ccccc2c(=O)[nH]1 | 0.1 | -0.9 | 0.8 | 5.2 | -0.1 | -1.4 | 0.5 | -5.7 | 0.1
O=C(CN(CCc1ccccc1)C(=O)c1csnn1)NC1CCCC1 | -1.1 | -5.6 | 0.0 | -7.5 | -0.1 | -2.2 | 2.0 | -4.2 | 5.9
Cc1ccc(NC(=S)NCc2ccc3c(c2)OCO3)cc1C | -0.6 | 6.4 | 1.9 | 6.5 | -0.1 | 3.3 | -3.5 | -1.6 | -3.2
Cc1nc(Nc2ccccc2)sc1C(=O)c1ccc(F)cc1 | -1.1 | -3.5 | 3.5 | -10.9 | 0.1 | 2.3 | -10.6 | 3.6 | -2.1
Cc1ccc(N2CC(C(=O)N3CCCCCC3)CC2=O)cc1 (configuration not stated) | 0.2 | 5.4 | 0.6 | 3.1 | 0.0 | 0.3 | 1.7 | -1.9 | 1.1
CN(CC(=O)Nc1cc(S(=O)(=O)N2CCCCCC2)ccc1Cl)Cc1ccc2c(c1)OCO2 | / | 2.0 | 3.0 | 1.9 | -0.1 | / | -1.7 | 7.8 | /
CN(C)C(=O)c1ccc(NC(=O)COC(=O)C2=COCCO2)cc1 | 1.2 | 1.9 | -0.3 | 2.5 | 0.0 | 0.9 | -0.8 | -2.3 | -0.8
CCc1noc(C)c1C(=O)OC(C)C(=O)Nc1ccccc1OC (configuration not stated) | -3.5 | 13.7 | -1.1 | -0.1 | 0.1 | 0.6 | 89.8 | -4.3 | -2.4

3 compounds out of the list above, ordered by the number in core dimer inh, high to low:
mol	core dimer inh
Cc1ccc(CNC(=O)c2ccc(N3CCC4(CC3)CC(c3ccccc3)=NO4)c([N+](=O)[O-])c2)cc1	0.0
Clc1nnc(N/N=C/c2ccccc2)c2ccccc12	-0.6
CN(CC(=O)Nc1cccc(F)c1)C(=O)CCc1nc2ccccc2c(=O)[nH]1	-1.4

Next part
SMILES | TPT1 inhibitor | procasp3 activ | PP5 primary | procasp7 counter | Efflux pump inh | core dimer inh | GASC-1 inh | PP1 counter | CTSL1 counter
CCCCN(C(=O)c1cnc2n(c1=O)CCS2)c1ccccc1 | -0.2 | 3.5 | 1.9 | 4.9 | 0.3 | -5.0 | -6.2 | -1.2 | 2.7
CN(C)C(=O)COC(=O)c1ccccc1OCC(=O)Nc1ccc(SC(F)F)cc1 | 1.1 | 9.5 | 0.7 | 0.6 | 0.6 | -2.7 | 2.9 | -1.1 | 3.5
CCCCc1ccc(CC2S/C(=C(\C#N)C(=O)N3CCOCC3)N(c3ccccc3)C2=O)cc1 (configuration not stated) | 34.6* | 2.1 | 3.9 | -11.8 | -0.3 | 14.6 | 13.0 | 1.5 | 1.0
COc1ccc(F)c(CN2CCC(N3CCC(C(=O)N4CCOCC4)CC3)CC2)c1 | 3.5 | -0.4 | 1.6 | 3.5 | 0.0 | 0.8 | 15.8 | 1.0 | -6.2
Cc1ccc(F)cc1NC(=O)c1cnccn1 | 0.9 | -11.2 | 1.3 | -2.8 | 0.2 | 1.4 | 2.3 | -1.1 | -0.5
Cc1ccc(N(O)C(=O)OCCNC(=O)Nc2ccccc2)cc1 | -1.4 | 1.2 | 0.1 | -2.1 | 0.0 | -2.0 | -2.1 | -0.8 | -0.4
Cc1ccc(CNC(=O)[C@H](C)[C@H]2C[C@]2(C)[C@H](NC(=O)OCc2ccccc2)c2ccccc2)o1 | -4.3 | -1.4 | 5.0 | -8.4 | / | 2.8 | 47.2 | -1.7 | 2.4
COc1ccc(OCC(O)CNCc2ccco2)cc1 (configuration not stated) | -5.4 | 7.3 | -1.4 | 3.6 | -0.1 | -4.1 | 6.2 | -3.2 | 4.1
CNC(=S)NC1CC2CCCC(C1)N2Cc1ccccc1OC (configuration not stated) | -2.9 | 1.1 | -0.3 | 23.9 | 0.1 | -0.6 | -2.6 | -0.5 | 1.0
COC(=O)c1ccc(/C=C/C(=O)OCC(=O)Nc2sccc2C(N)=O)cc1 | / | -4.9 | / | 5.7 | -0.1 | / | 5.7 | / | /
C=CCNC(=S)NNC(=O)c1cc(C)nc2ccccc12 | -0.1 | -2.5 | 1.6 | -4.7 | -0.1 | 1.7 | 3.4 | -2.7 | -1.3
CCN(CC)S(=O)(=O)c1ccc(Cl)c(NC(=O)COc2ccc(OC)cc2)c1 | 0.9 | 3.0 | 0.8 | -3.5 | 0.1 | 7.6 | 29.1 | 1.7 | 0.5
COc1cc(C(c2sc3nc(C)nn3c2O)N2CCN(c3ccccc3)CC2)cc(OC)c1OC (configuration not stated) | -3.5 | 3.6 | 0.4 | 0.2 | -0.1 | 1.6 | -20.1 | 2.5 | 1.0
O=[N+]([O-])c1ccc(Oc2ccc(-c3nnco3)cc2)c(Cl)c1 | 0.2 | 0.7 | 1.8 | 5.6 | -0.1 | 3.8 | -7.7 | 1.2 | 8.3
CC(=O)c1ccc(S(=O)(=O)NCCCC(=O)NCCc2ccccn2)cc1 | -0.9 | -1.6 | 2.6 | 2.8 | 0.0 | 2.3 | 10.4 | -4.3 | -0.8
O=C(CN1CCN(Cc2ccc3c(c2)OCO3)CC1)Nc1ccc(N2CCOCC2)cc1 | -1.2 | 1.0 | -1.9 | 0.7 | -0.1 | -0.2 | -30.6 | 0.4 | -3.2
COc1cc(OC)cc(C(=O)N2CCC(C(=O)NCCc3ccccc3)CC2)c1 | 5.4 | 5.7 | 0.8 | -7.8 | 0.3 | -6.4 | 25.0 | -1.5 | 2.4
CO/N=C/C(=N\Nc1cc(OC)cc(OC)c1)C(=O)c1ccccc1 | 2.6 | -7.3 | 2.2 | -2.6 | 0.1 | -1.3 | -3.3 | -6.1 | -1.8
Cc1cc(Br)c(NC(=O)COn2nnc3ccc(S(C)(=O)=O)cc32)c(Br)c1 | -4.4 | 3.8 | -1.7 | 3.6 | -0.2 | 0.7 | -7.6 | 7.2 | 2.0
CC(C)(C)N(NC(=O)OCc1ccccc1)C(=O)c1ccccc1Cl | 0.1 | 0.1 | 3.3 | 3.8 | 0.0 | 0.3 | 1.9 | -6.7 | 1.8
CS(=O)(=O)c1ccccc1C(=O)N(CCc1ccccc1)Cc1ccccc1 | -0.3 | 1.5 | 0.6 | 3.9 | 0.1 | -6.6 | -11.0 | 0.2 | 0.1
Cc1nc(-n2nnc(CO)c2CO)nc2c1CCC2 | 0.1 | 4.7 | 0.7 | 6.6 | 0.2 | 0.2 | -4.1 | -3.8 | 0.4
O=C(NCc1ccccc1)C(Cc1ccccc1)N1C(=O)C2C3CCC(C3)C2C1=O (configuration not stated) | 0.2 | -4.7 | 2.0 | -1.8 | 0.0 | -5.2 | 1.6 | -1.5 | 0.5
Cc1nnc(SCC(=O)Nc2ccccc2)c2ccccc12 | -3.6 | 2.2 | 2.0 | 7.7 | -0.1 | -1.6 | 11.2 | 2.8 | 0.4
COc1ccc(-n2nc3c(c2NC(=O)c2ccc(N4C(=O)CCC4=O)cc2)CSC3)cc1 | -5.1 | -4.1 | 0.0 | 8.1 | -0.1 | 33.7 | -10.5 | 2.7 | 6.5
CCOCc1nnc(NC(=O)c2cccc(OC)c2)s1 | 0.7 | 4.7 | 2.9 | -0.8 | 0.1 | -1.5 | 3.4 | -10.3 | -7.9
CN(C(=O)CCN1C(=O)c2ccccc2C1=O)C1CCCCC1 | -1.2 | 0.4 | 1.8 | -7.2 | 0.0 | 8.7 | -5.8 | -0.9 | -0.4
CN(CC(=O)Nc1ccccc1C(=O)NC1CC1)Cc1ccco1 | / | -5.8 | 0.5 | -7.8 | 0.5 | / | -1.5 | -0.9 | /
Cc1ccc(C)c(S(=O)(=O)NC(C)C(=O)NCc2ccccn2)c1 (configuration not stated) | 6.0 | 2.0 | 0.4 | -3.6 | 0.1 | -3.1 | 7.3 | -1.5 | -1.9
COc1ccccc1N1CC(C)C(=O)NC1=S (configuration not stated) | -0.6 | -9.6 | 3.4 | -2.7 | 0.4 | -5.1 | 0.2 | 7.4 | -0.3
CCOc1ccccc1OCC(=O)NC1CCCCC1 | -3.8 | -12.5 | 2.3 | 2.8 | -0.1 | -18.9 | 7.7 | -0.4 | 1.8
COc1ccccc1N(O)C1CC(=O)N(c2ccc(Br)cc2)C1=O (configuration not stated) | 1.7 | -11.0 | 3.8 | -37.0 | 0.1 | -10.3 | 4.4 | 5.3 | -0.4
N#CCCCSc1nnc(-c2ccc(Cl)cc2)n1-c1ccccc1 | 0.2 | 8.5 | -0.9 | 5.4 | 0.0 | -2.2 | -1.5 | -0.9 | 1.3
CCOc1ccc(OCC(=O)Nc2ccc(N3CCCCC3)cc2)cc1 | 0.5 | -3.0 | 2.8 | -3.5 | 0.0 | 1.8 | 4.1 | 0.0 | -2.7
CCN(CC)C(=O)c1[nH]cnc1C(=O)N[C@@H](CC(C)C)C(=O)OCc1ccccc1 | -1.3 | -1.3 | -0.7 | 7.4 | 0.0 | -4.2 | 8.5 | -1.4 | 2.7
O=C(NNc1cc(Cl)cc(Cl)c1)c1cccs1 | 2.2 | -8.2 | 1.5 | -2.9 | -0.2 | -4.2 | 1.6 | 0.9 | 0.9
CCOC(=O)C1CN(S(=O)(=O)c2ccc(OC)cc2)c2cc(Cl)ccc2O1 (configuration not stated) | -0.3 | -0.8 | 0.4 | 3.0 | 0.1 | -3.3 | 7.4 | -1.7 | 1.9
C=CCn1c2ccccc2n2nc(C)c(=O)nc12 | -3.8 | 4.9 | 1.1 | -5.1 | -0.1 | -6.6 | -11.4 | -2.7 | -4.0
C=CCN1C=C2C(=O)C(C)(OC(=O)CC)C(=O)C=C2C=C1CCCC (configuration not stated) | -11.0 | -4.2 | 2.2 | -19.0 | 0.0 | -13.7 | 6.5 | 5.4 | 13.6
CCn1c(C2CCN(S(=O)(=O)c3ccc(OC)cc3)CC2)n[nH]c1=S | -4.3 | 1.9 | 4.9 | -6.1 | -0.1 | -15.7 | -1.3 | -1.4 | -2.0
O=C(N/N=C\c1cccc(Cl)c1)c1ccc(Cn2cc(Br)c([N+](=O)[O-])n2)o1 | 1.4 | -15.6 | 3.1 | -1.4 | 0.1 | 3.2 | -7.1 | 2.7 | 2.7
